# Assay outcomes deposited in PubChem by several laboratories.
# Siah-1 displacement: Siah-1 peptide-binding antagonists, primary screen, biochemical, fluorescence polarization, rhodamine-plectin, uHTS (AID 1817). Siah-1 / rhodamine-plectin peptide fluorescence polarization; higher % means a stronger effect. 290,000 compounds, 0.02% hits. one-dose displacement, % at 20 µM; IC50 in µM for titrated hits;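 active means displacement of at least 50% at 20 µM, with a fluorescence ratio check between 0.3 and a set limit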;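 further: plate controls were Siah plus tracer with DMSO for no effect and tracer alone without Siah for full effect; strong numbers were not always called active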
# AID2073: inhibitors of Mint1-CaV2.2 protein interaction, biochemical, HTRF (AID 2073); HTRF protein-protein interaction, Mint1-CaV2.2; higher % means a stronger effect; one-dose inhibition, % at 20 µM; IC50 in µM for titrated hits; 290,000 compounds, 0.19% hits; in the data active means inhibition mostly above about 51%, no sharp cut-off; inconclusive means no clear call, values can overlap the other calls; inactive means mostly below about 53%; further: some results filed as inactive read as strong as hits
# LYP inhibition: PTPN22 lymphoid phosphatase activity blockers – biochemical, fluorescence intensity, uHTS (AID 1779); recombinant LYP phosphatase, fluorescence intensity; higher % means a stronger effect; inhibition, % at 11.5 µM; hits with a dose series show IC50 in µM; 290,000 compounds, 0.054% hits;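 further: plate controls were vehicle with enzyme for no effect and no enzyme for full effect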
# P. falciparum M17LAP: P. falciparum M17LAP inhibitors, primary screen, biochemical, fluorogenic H-Leu-NHMec substrate, 1536-well (AID 1619) | one-dose inhibition, % at 30 µM; IC50 in µM for titrated hits | recombinant M17LAP, H-Leu-NHMec fluorogenic kinetic assay; higher % means a stronger effect | 220,000 compounds, 0.38% hits;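 active means compound inhibiting the enzyme by more than half at any dose during confirmatory dose-response retesting; inconclusive means strong single-dose inhibitors picked by rank but not retested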;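 further: plate controls were full reaction with DMSO carrier for no effect and no enzyme background for full effect; strong numbers were not always called active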
# P. falciparum M1AAP: P. falciparum M1AAP inhibitors, biochemical, fluorogenic H-Leu-NHMec substrate, 1536-well (AID 1445); 220,000 compounds, 0.42% hits; recombinant M1AAP, H-Leu-NHMec fluorogenic kinetic assay; higher % means a stronger effect; inhibition, % at 30 µM; hits with a dose series show IC50 in µM;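 active means primary inhibition above the hit cutoff, then over 50% inhibition at one or more dose response concentrations, cut at about 23% in these data, passing the limit was not always enough; inconclusive means conflicting primary data, or primary hits not chosen for dose response; inactive means low primary inhibition, or under 50% at every dose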;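 further: plate controls were DMSO full reaction for no effect and no enzyme background for full effect; strong numbers were not always called active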
# XIAP displacement: small molecules displacing peptide from XIAP – biochemical, IAP family, fluorescence polarization (AID 1018) | XIAP BIR domain, fluorescence polarization peptide displacement; higher % means a stronger effect | 200,000 compounds, 0.007% hits | displacement, % at 20 µM; hits with a dose series show IC50 in µM; in the data active means displacement above about 50%; further: a part of the inactive calls stands beside numbers as strong as those of hits
# Lipid droplet: modulators of hepatic lipid droplet formation; AML12 mouse hepatocytes, oleate lipid droplets, BODIPY imaging; inhibition, % at 6.5 µM; 240,000 compounds, 0.4% hits;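 active means lipid droplet intensity inhibited by at least 50%, with more than 500 cells counted; inconclusive means wells with under 300 cells, treated as cytotoxic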
#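 Assay system: AML12 mouse liver cells | Compound: 6.5 µM single-point dosing | Schedule: Overnight exposure | Technique: Fluorescence imaging, 20x objective, two fields per well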
# HEK293 NOD2/NF-kB: inhibition of NOD2-driven NF-kB reporter – cell-based, luminescence, uHTS, HEK293 (AID 1566); HEK293 NOD2/NF-kB luciferase reporter, luminescence; higher % means a stronger effect; inhibition, % at 4 µM; hits with a dose series show EC50 in µM; 290,000 compounds, 0.63% hits; further: many of its hits are not listed in these tables
# CSM14.1 death rescue: protection against thapsigargin-triggered cell killing – 384-well, CSM14.1, ATP luminescence, primary screen (AID 1222) | 190,000 tested, under 10 active | cellular ATP content (survival), % at 20 µM; hits with a dose series show EC50 in µM | CSM14.1 thapsigargin-induced death rescue, ATP luminescence; higher % means a stronger effect;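 active means EC50 below 50 µM in the dose-response confirmation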;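 further: death triggered by thapsigargin at about 15 µM added after 2 h compound pretreatment; cell ATP read after overnight thapsigargin exposure of roughly 18 to 22 hours; normalized against plate controls of thapsigargin alone and 5% DMSO vehicle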
# Lipid droplet cells 6.5 µM: further read-out of Lipid droplet, marked with its call; cell count; measured here: cell count, cytotoxicity flag;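 cells counted across two imaged fields per well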
# The depositor's hits bear a star; ? = inconclusive; · = not tested or not shown. Unless noted, no stated cut-off is given here; in the data, active means inhibition above about 50%; inactive means the rest. An excerpt (hit frequency here may not be typical).
SMILES,Siah-1 displacement,AID2073,LYP inhibition,P. falciparum M17LAP,P. falciparum M1AAP,XIAP displacement,Lipid droplet,Lipid droplet cells 6.5 µM,HEK293 NOD2/NF-kB,CSM14.1 death rescue
CN1/C(=C\C(=O)c2cccs2)Sc2ccccc21,5%,-14%,9%,4%,2%,-2.7%,·,·,-224%,-3.7%
COc1ccc(C(=O)N/C(=C/c2ccccc2F)C(=O)NCCN2CCOCC2)cc1OC,-5%,8%,-1%,·,·,·,-9,678,12%,·
CCc1ccc(C2CC(c3ccco3)=NN2S(C)(=O)=O)cc1 (stereo unspecified),-1%,3%,-6%,5%,5%,-45%,·,·,-176%,-2.5%
O=C(O)COc1ccccc1/C=N/NC(=O)c1cc(-c2ccccc2)nc2ccccc12,-2%,9%,1%,20%,1%,·,-6,763,7%,·
O=C(CSc1nnc2c(Cl)cc(Cl)cn12)NC1CCS(=O)(=O)C1 (stereo unspecified),-2%,-2%,-10%,-12%,2%,-6.2%,11,784,-7%,-1.0%
COc1ccccc1CNC(=O)C1CCN(S(=O)(=O)c2cccc3cccnc23)CC1,-4%,-1%,-7%,-8%,0%,-5.4%,·,·,-3%,0.5%
Cc1ccc(S(=O)(=O)N2CCN(c3ccnc4cc(Cl)ccc34)CC2)cc1,2%,-1%,0%,0%,-4%,-2.7%,-46,665,-7%,2.6%
Cc1ccc(-c2nnc(CN3CCN(C)CC3)o2)cc1,4%,3%,-6%,·,·,·,4,825,13%,·
CNC(=O)Nc1ccccc1NC(=O)NC,-1%,0%,-5%,2%,-1%,-2.3%,10,741,4%,3.2%
O=c1[nH]c(C2CCN(S(=O)(=O)c3ccc4c(c3)OCCO4)CC2)nc2c1nnn2Cc1c(F)cccc1Cl,15%,-4%,-5%,·,·,·,23,780,31%,·
CCc1ccccc1NC(=O)c1cccc(Oc2ccc([N+](=O)[O-])cc2Cl)c1,1%,2%,13%,9%,-1%,-1.8%,6,656,-17%,-1.9%
CC1CCC2C(=O)N(c3ccccc3OC(=O)c3ccccc3)C(=O)C2C1 (stereo unspecified),0%,-4%,-4%,5%,4%,-8.2%,·,·,-3%,-0.8%
CSc1nc(N(C)CCO)c2sc3nc(-c4ccco4)c4c(c3c2n1)CCC4,-7%,?,42%,4%,11%,-5.2%,·,·,2%,-4.2%
O=C(COC(=O)CN1C(=O)C2CC=CCC2C1=O)Nc1cc(C(F)(F)F)ccc1N1CCOCC1 (stereo unspecified),4%,-2%,2%,-1%,5%,-3.8%,·,·,7%,2.8%
CN(C)c1ccc(NC(=O)Oc2ccccc2)cc1,3%,-40%,-2%,17%,8%,-5.2%,10,846,8%,-4.8%
COc1ccc(C(CC(=O)O)NC(=O)c2ccco2)cc1OC (stereo unspecified),4%,-1%,-9%,2%,-2%,-12%,·,·,5%,-0.5%
Cc1cc(C)cc(OCC(=O)N/N=C/c2ccccn2)c1,2%,6%,-10%,-17%,1%,·,-23,690,9%,·
Cc1ccc(NS(=O)(=O)c2cc(NC(=O)c3ccc4c(c3)NC(=O)CS4)ccc2C)c(C)c1,14%,18%,-1%,-2%,0%,-3.4%,-3,636,·,-0.1%
Cc1cccc(NC2(C(F)(F)F)N=C(c3ccccc3)NC2=O)n1 (stereo unspecified),-3%,2%,-1%,14%,-3%,-3.9%,·,·,24%,-1.7%
CCc1ccc(-c2csc(NC(=O)Oc3ccccc3)n2)cc1,0%,41%,-5%,-3%,3%,-7.1%,-12,665,-16%,11%
Cc1ccc(C(=O)c2coc3ccc(O)c(Cl)c23)cc1,-3%,-4%,-2%,0%,3%,-11%,2,822,-70%,-2.0%
O=C(CSCc1c(Cl)cccc1Cl)Nc1nccs1,-5%,13%,-1%,9%,8%,-1.0%,·,·,0%,-0.1%
CCOC(=O)c1oc2ccccc2c1N,1%,13%,-1%,9%,4%,-5.6%,-4,653,-37%,-1.8%
CCn1cc(/C=C(\NC(=O)c2ccccc2F)C(=O)NCCCN2CCOCC2)c2ccccc21,6%,7%,-8%,·,·,·,-1,707,8%,·
COc1ccc(CC(=O)N[C@@H](C)C(=O)N2CCC3(CC2)NCCc2[nH]cnc23)cc1,14%,-3%,-13%,·,·,·,2,704,3%,·
CC(C)(C)c1cc(=O)n2c(nc3ccccc32)[nH]1,3%,8%,-10%,11%,1%,-3.4%,·,·,8%,-1.4%
COc1ccc(S(=O)(=O)N2CC(O)CC2C(=O)Nc2cccnc2)cc1 (stereo unspecified),3%,2%,-8%,14%,2%,·,-4,722,0%,·
C/C(CC(=O)NCCCN1CCOCC1)=N\NC(=O)COc1ccc(Cl)cc1,0%,9%,-1%,26%,14%,-0.1%,·,·,15%,-1.8%
Nc1nc(CN2CCN(c3ccccn3)CC2)nc(Nc2ccc(F)cc2)n1,0%,11%,-8%,7%,-15%,-3.0%,3,758,14%,-2.3%
COc1cc(C2C(C(=O)c3ccc(C)o3)=C(O)C(=O)N2c2cc(C)on2)ccc1O (stereo unspecified),0%,-7%,-5%,17%,7%,-3.7%,·,·,8%,1.6%
O=c1oc2ccccc2c(Nc2ccccc2)c1CN1CCCCC1,-1%,12%,2%,-9%,-2%,·,11,690,3%,·
C(=N\Nc1nc2ccccc2[nH]1)/c1cccs1,0%,-45%,-7%,27%,6%,-7.1%,·,·,-92%,-3.7%
CC(NC(=O)c1ccc(CS(C)(=O)=O)cc1)c1cccc2ccccc12 (stereo unspecified),3%,-1%,-2%,·,·,·,1,838,-14%,·
CCn1c(=O)cc(SCC(=O)NCc2ccc(C)cc2)c2ccccc21,-6%,5%,-9%,2%,4%,-1.7%,-4,729,-20%,-0.9%
Cc1cccc(CSc2ccc3nnc(-c4cccnc4)n3n2)c1,-5%,24%,-2%,10%,-3%,-11%,-1,589,14%,-1.8%
CC(C)(O)CC[C@H](OC(=O)c1ccccc1)[C@](C)(O)[C@H]1CC[C@@]2(O)C3=CC(=O)[C@@H]4C[C@@H](O)[C@H](O)C[C@]4(C)C3CC[C@]12C (stereo partly specified),2%,6%,-4%,·,·,·,-5,796,-15%,·
CCCc1nc2ccc(NC(=O)c3ccco3)cc2c(=O)n1Cc1ccc(Cl)cc1,-4%,13%,-1%,13%,8%,-3.6%,·,·,0%,-1.0%
CCCCC1(C(=O)OCC)CC(CN2CCOCC2)OC1=O (stereo unspecified),-1%,15%,-2%,5%,4%,-4.1%,7,794,4%,-2.1%
Cc1ccn2cc(-c3ccc(O)c(O)c3)nc2c1,-9%,-64%,-4%,·,·,·,-19,834,-28%,·
Cc1ccc(S(=O)(=O)N(C)C)cc1NC(=O)CCNC(=O)c1ccco1,-6%,14%,-7%,·,·,·,11,823,-9%,·
Cc1ccnc(Nc2nc(-c3c(C)nc4sccn34)cs2)c1,5%,2%,1%,0%,2%,-8.7%,6,788,-42%,1.4%
CCCOc1ccc2ccccc2c1/C=N/n1c(C)nnc1-n1nc(C)cc1C,0%,20%,-8%,9%,10%,-3.1%,-4,690,-28%,-0.7%
Cc1cccc(NC(=O)CCNC(=O)c2ccccc2Cl)n1,-4%,-3%,-6%,·,·,·,0,757,2%,·
COc1ccc(C(=O)Nc2nc(-c3ccc(OC)cc3)c(-c3ccc([N+](=O)[O-])cc3)s2)cc1,-3%,4%,1%,-3%,3%,-4.8%,·,·,30%,-0.1%
O=C(Nc1ccn(Cc2ccccc2)n1)c1cccc(F)c1,-3%,-4%,-9%,7%,-11%,-11%,-25,644,-119%,-2.0%
CC(=O)Oc1ccc(C(=O)Nc2nnc(C)s2)cc1,2%,24%,-13%,-2%,5%,-2.8%,·,·,-44%,-0.7%
O=C(Nc1ccc(Br)cc1)c1cccnc1N1CCOCC1,4%,-2%,-3%,11%,10%,-7.3%,-40,742,0%,0.7%
CC1=C(/C=C/C(C)=C/C=C/C(C)=C/C(=O)O)C(C)(C)CCC1,4%,4%,-4%,18%,3%,-3.6%,-9,534,8%,-3.0%
CC1CCC/C(=C\Nc2ccccc2C(=O)O)C1=O (stereo unspecified),-2%,1%,2%,23%,4%,-4.2%,·,·,5%,1.6%
Cc1cccc(NCC(O)Cn2cnc3c2c(=O)n(C)c(=O)n3C)c1 (stereo unspecified),5%,-8%,1%,9%,11%,-1.8%,0,727,12%,-1.3%
COc1ccc(CNC(=O)Nc2ccc(C)c(C)c2)cc1,7%,0%,-2%,0%,9%,-5.5%,-5,658,-12%,-1.3%
COCCNC(=O)NC(=O)COC(=O)c1ccc2[nH]c3c(c2c1)CCCC3,-8%,0%,-8%,3%,1%,-1.1%,2,680,25%,16%
O=C(N/N=C/c1c(F)c(F)c(F)c(F)c1F)c1ccc(Cn2cc(Br)cn2)o1,3%,-4%,-1%,20%,1%,-3.2%,-7,764,1%,-3.3%
Clc1cccc(Cl)c1CSc1nnc(/C=C/c2ccccc2)o1,0%,-1%,-5%,5%,6%,-1.2%,·,·,-10%,-0.5%
CCOC(=O)/C(C#N)=C/c1cc2ccccc2nc1N1CCCCC1,12%,?,7%,5%,6%,-10%,12,724,9%,0.1%
CCCc1cc(=O)oc2cc(C)cc(OCC(=O)NC3CCN(Cc4ccccc4)CC3)c12,3%,19%,-4%,·,·,·,-10,774,0%,·
COc1ccc(CCC(C)NCc2ccccc2OC)cc1 (stereo unspecified),3%,12%,-10%,·,·,·,-4,855,5%,·
COc1ccc(/C=N/NC(=O)CC(=O)N/N=C/c2ccc(OC)cc2)cc1,8%,16%,4%,15%,5%,-2.5%,6,653,-8%,-0.9%
c1ccc(CSc2nnc(-c3ccco3)c(-c3ccco3)n2)cc1,21%,10%,0%,24%,33%,5.0%,-4,612,6%,-0.4%
Cc1ccc(S(=O)(=O)Cn2nnnc2CN(Cc2ccco2)Cc2cccs2)cc1,0%,10%,2%,2%,-2%,-2.4%,-13,757,15%,0.6%
O=[N+]([O-])c1ccc(N2CCNCC2)cc1Sc1nc2ccccc2[nH]1,-3%,-7%,-4%,5%,12%,-14%,1,706,14%,-1.8%
Cc1nccn1-c1ncnc2sc3c(c12)CCCC3,4%,0%,-12%,-1%,5%,-1.1%,·,·,13%,2.2%
Cc1nn(CCCC(=O)N2CCc3ccccc3C2)c(=O)c2cc3sccc3n12,1%,13%,2%,7%,10%,-3.8%,·,·,-8%,-2.3%
